CSN deneddyl inh: inhibitors of CSN-mediated cullin deneddylation, primary screen, biochemical, fluorescence polarization, uHTS. COP9 signalosome complex subunit 5 (Homo sapiens), Q92905. Purified CSN, SCF-Nedd8-OG deneddylation. inhibition, % at 12.5 µM. 360,000 compounds, 0.38% hits. AID 651999, 2013;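 active = pattern-corrected inhibition above about 35%, with an unprinted fluorescence ratio check between 0.5 and 1.5, limit read from the data, passing the limit was not always enough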;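 note: 0% = enzyme with substrate and 100% = substrate without enzyme; some results filed as inactive read as strong as hits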
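Assay system: HEK293T-derived human Csn5 enzyme; quantity: 0.24 nM enzyme; medium: Tris/NaCl/DTT buffer, pH 7.5; also added: substrate SCFSkp2-Nedd8OG, 10 nM; doses: 12.5 µM compound; schedule: 90 min reaction at room temperature; signal: FP; read-out: % inhibition of substrate cleavage by Csn5; benchmarks: substrate-only high control, full reaction low control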
E coli Lon inh: inhibitors of E. coli Lon protease, primary screen, biochemical, fluorescence polarization; inhibition, % at 7.94 µM; 360,000 compounds, 0.42% hits; P0A9M0; purified E. coli Lon protease; AID 602123, 2011; in the data active = inhibition above about 13%, passing the limit was not always enough;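 note: 0% = enzyme with probe and DMSO and 100% = no enzyme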
MLLE-PAM2 inh: inhibitors of PABP1 MLLE–PAM2 peptide binding, primary screen, biochemical, fluorescence polarization, FITC-PAM2, GST-MLLE. Polyadenylate-binding protein 1 (Homo sapiens), P11940. inhibition, % at 20 µM. 360,000 compounds, 0.36% hits. AID 588489, 2011; in the data active = inhibition above about 35%, passing the limit was not always enough;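 note: plate controls were DMSO wells with GST-MLLE for no effect and wells lacking GST-MLLE protein for full effect; some results filed as inactive read as strong as hits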
Rpn11 inh: Rpn11 (PSMD14) deubiquitinase inhibitors, primary screen, biochemical, fluorescence polarization, uHTS; 360,000 compounds, 0.59% hits; 26S proteasome non-ATPase regulatory subunit 14 (Homo sapiens), O00487; human 26S proteasome, Ub4-pepOG fluorescence polarization; 20S core pre-blocked with epoxomicin; AID 588493, 2011; calls only at 20 µM;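 active = inhibition at 20 µM, scaled to each plate's controls, above about 33%, limit read from the data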
MsrA inh: bovine MsrA enzyme inhibitors, primary screen, biochemical, absorbance, HTS | Methionine sulfoxide reductase A (Bos taurus) | purified bovine MsrA, absorbance read-out | inhibition, % at 15.5 µM | 360,000 compounds, 0.75% hits | AID 651718, 2012; in the data active = inhibition above about 4.5%;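 note: 0% = vehicle wells with enzyme and 100% = reference inhibitor wells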
FAS TE block: FAS thioesterase domain inhibitors, primary screen, biochemical, fluorescence intensity, uHTS. recombinant FAS-TE, OMFH fluorogenic substrate, fluorescence endpoint. Fatty acid synthase (Homo sapiens), P49327. 360,000 compounds, 0.67% hits. inhibition, % at 15 µM;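 active = compounds whose normalised, plate-corrected inhibition of enzyme fluorescence in the single-dose primary screen is 50% or more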;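 note: 0% = DMSO with enzyme and 100% = substrate without enzyme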
Rin1-Abl PPI inh: inhibitors of Rin1-Abl protein binding, primary screen, biochemical, TR-FRET; Tyrosine-protein kinase ABL1 (Homo sapiens) + Ras and Rab interactor 1 (Homo sapiens), …; inhibition, % at 7.35 µM; 360,000 compounds, 0.4% hits; in the data active = inhibition above about 5%, passing the limit was not always enough
bovine MsrA act: bovine MsrA enzyme activators, primary screen, biochemical, absorbance, HTS; purified bovine MsrA, absorbance read-out; 360,000 compounds, 0.3% hits; activation, % at 10.6 µM; AID 602163, 2012; Methionine sulfoxide reductase A (Bos taurus); in the data active = activation above about 7.5%;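 note: 0% = vehicle and 100% = reference activator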
MT1-MMP act inh: blockers of MT1-MMP proenzyme processing, primary screen, HT1080 RFP-PRO-GFP cells, GFP/RFP fluorescence; Matrix metalloproteinase-14 (Homo sapiens), P50281; GFP/RFP ratio fluorescence, overnight; percent of plate control window, DMSO zero; GFP/RFP ratio change, % at 20 µM; 360,000 compounds, 0.061% hits; AID 651647, 2012;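 active = GFP/RFP ratio change of at least 30% with cell ATP level not reduced by more than half and red fluorescence within 50% of control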; note: strong numbers were not always called active
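Assay system: HT1080 RFP-PRO-GFP cells | Dosing: 20 µM single dose, 1% DMSO | Incubation: Cells overnight before dosing, compound overnight, 37 °C, 5% CO2 | Evaluation: GFP/RFP fluorescence ratio | Control set: DMSO-only wells and HT1080 RFP-L50D-GFP cell wells as references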
Starred values were filed as active, the others as inactive; i = inactive; . = no result given.

SMILES	CSN deneddyl inh	E coli Lon inh	MLLE-PAM2 inh	Rpn11 inh	MsrA inh	FAS TE block	Rin1-Abl PPI inh	bovine MsrA act	MT1-MMP act inh
CC(C)(C)NC(=O)Cn1c(SCC(=O)NC2CCCCC2)nc2ccccc21	-3	-7	-2	i	1.0	0	-2	-4	14
Cc1ccc(Cn2c(=S)[nH]c3ccc(N4CCOCC4)cc3c2=O)o1	5	5	14	i	0.1	1	2	-2	7
Cc1cc(-c2nn(-c3ccccc3)cc2/C=C2\SC(N)=NC2=O)ccc1OC(C)C	4	-1	9	i	0.5	10	0	-2	-6
CC(C)(C)NC(=O)COC(=O)c1cc(F)c(F)cc1Cl	-2	-1	6	i	-0.6	-2	-2	-6	1
CN(Cc1nnc(-c2ccc(F)cc2)o1)c1ccccc1	5	-2	8	i	-0.5	2	-3	-2	-1
CC(C)(C)n1ncc2c(=O)n(Cc3ccc(Cl)c(Cl)c3)cnc21	9	-5	5	i	-1.3	-3	0	1	-1
NS(=O)(=O)c1ccc(CCNC(=O)CSc2ccc([N+](=O)[O-])cc2)cc1	-1	-9	27	i	1.0	3	-2	-1	3
CCCOC(=O)c1ccc(NC(=O)C2CCCO2)cc1 (configuration not stated)	2	0	5	i	-0.6	-9	4	-4	2
CC(NC(=O)Cc1ccc(S(=O)(=O)N2CCOCC2)s1)c1ccc(Br)cc1 (configuration not stated)	-2	-11	8	i	-0.7	4	1	-2	-1
O=C(CSc1nnc(COc2cccc3ccccc23)o1)N1c2ccccc2CCc2ccccc21	2	-2	-1	i	0.3	27	5	0	-9
COCCNC(=S)N/N=C/c1c(C)[nH]c2ccccc12	5	-51	-28	i	5.5*	-8	-1	-10	1
COc1ccc(CN(CCCn2cnc3c(OC)ncnc32)CCCn2cnc3c(OC)ncnc32)cc1	3	-8	-6	i	0.1	-7	-3	-2	1
COc1ccc(CNC(=O)Nc2nnc([C@H]3C[C@H](O)[C@@H](CO)O3)s2)cc1	4	6	2	i	-0.5	-7	4	-13	-6
COc1ccc(-n2nc(C(=O)NCC(=O)N3CCOCC3)c3ccccc3c2=O)cc1Cl	5	8	5	i	1.1	-4	0	-1	3
CCN(CC)C(=O)c1cn(CCC#N)nc1-c1ccc2c(c1)OCCO2	-5	6	-10	i	0.1	-6	-1	-5	5
COc1cccc(N2CCN(c3ccc4nnc(CCC(=O)N5CCN(C)CC5)n4n3)CC2)c1	3	-3	-1	i	1.2	-6	-1	-1	-3
COc1cccc(C(=O)Nc2sc3c(c2C#N)CCN(C(C)=O)C3)c1	5	-11	-3	i	0.9	-9	1	-7	-4
O=C(N/N=C/c1c[nH]c2ccccc12)c1ccc(O)c(O)c1	1	12	-5	i	4.4	-6	8	-8	-3
CCOCCCNC(=O)C(NC(=O)c1ccc(=O)[nH]c1)c1ccc(C)cc1 (configuration not stated)	-1	2	8	i	-0.6	-1	0	-1	-1
O=C(CSCC(=O)N1CCCCC1)Nc1nc(-c2ccccc2)c(-c2ccccc2)s1	4	3	-14	i	2.6	24	-1	-3	-10
Cc1cc(NC(=O)CS(=O)(=O)c2ccc(Cl)cc2)no1	1	0	9	i	0.2	-5	-2	0	-2
NC(=O)c1cnn(-c2ccc3ccccc3c2)c1N	-4	7	3	i	-0.8	-8	0	-3	-1
c1coc(C2=Nc3cccc4cccc(c34)N2)c1	0	3	24	i	1.1	3	1	-9	6
Oc1ccc(/C=N/Nc2cccc(Cl)n2)c(O)c1	5	0	-4	i	2.0	4	8.1*	-8	5
CCc1ccc(NC(=O)c2cnn(-c3ccccc3)c2C2CCNCC2)cc1	1	0	-3	i	0.1	-8	2	-6	5
COCCNC(=O)/C(C#N)=C/c1c(N2CCN(C)CC2)nc2c(C)cccn2c1=O	-4	21	0	i	1.5	-2	-3	0	-4
CCc1ccccc1NC(=O)C1CCN(C(=O)N2CCOc3ccccc32)CC1	1	0	-6	i	-0.7	-1	-1	-4	7
Cc1ccc(C(=O)NC(=S)Nc2ccccc2N2CCCC2)cc1[N+](=O)[O-]	-7	-5	20	i	0.1	22	0	-8	4
O=C(CN1C(=O)C2C3C=CC(C3)C2C1=O)Nc1cccc(S(=O)(=O)N2CCCC2)c1 (configuration not stated)	-16	1	-1	i	-0.8	-5	3	-4	5
OC(CN1CCOCC1)CN1CCOCC1	-2	-3	-3	i	0.9	-5	-1	2	1

Gathered by group, the entries above with a thiophene ring, fused or not
SMILES	CSN deneddyl inh	E coli Lon inh	MLLE-PAM2 inh	Rpn11 inh	MsrA inh	FAS TE block	Rin1-Abl PPI inh	bovine MsrA act	MT1-MMP act inh
CC(NC(=O)Cc1ccc(S(=O)(=O)N2CCOCC2)s1)c1ccc(Br)cc1 (configuration not stated)	-2	-11	8	i	-0.7	4	1	-2	-1
COc1cccc(C(=O)Nc2sc3c(c2C#N)CCN(C(C)=O)C3)c1	5	-11	-3	i	0.9	-9	1	-7	-4

Continued:
SMILES	CSN deneddyl inh	E coli Lon inh	MLLE-PAM2 inh	Rpn11 inh	MsrA inh	FAS TE block	Rin1-Abl PPI inh	bovine MsrA act	MT1-MMP act inh
O=S(=O)(c1ccccc1)N1CCN(c2ccccc2)CC1	0	-1	-10	i	-1.3	3	-2	-8	1
CC(C)CN(C(=O)COC(=O)CCCc1nc2ccccc2s1)c1c(N)n(Cc2ccccc2)c(=O)[nH]c1=O	-2	-10	-1	i	-0.2	4	1	-3	-5
CCCCC1(c2ccc(F)cc2)NC(=O)N(CC(=O)N2CCN(C(=O)c3ccco3)CC2)C1=O (configuration not stated)	4	-5	-8	i	-1.9	-2	1	-2	-2
C/C(Cc1ccccc1)=N\NC(=O)CNC(=O)c1ccccc1F	-5	-6	7	i	0.7	-2	0	-10	1
O=[N+]([O-])c1ccccc1N/N=C/c1c[nH]c2ccccc12	-4	-1	4	i	3.2	31	-1	0	5
Clc1ccc(C[n+]2cc(-c3ccccc3)n3c2CCC3)cc1Cl	-1	-12	3	i	-0.3	4	3	-6	-11
O=C1c2oc3ccc(F)cc3c(=O)c2C(c2cccc(O)c2)N1CCCN1CCOCC1 (configuration not stated)	-2	-1	-1	i	-1.3	-7	-1	-11	.
Cc1cccc(OCC(=O)NCC(=O)N/N=C/c2cc(Br)cc(Br)c2O)c1	8	-13	-6	i	0.5	23	-2	-1	-3
CC(=O)c1noc(C)c1C(=O)Nc1nccs1	2	1	-4	i	-0.8	-2	-3	-4	-3
O=C(COc1ccc(C(=O)NCCN2CCOCC2)cc1)Nc1cccc(C(F)(F)F)c1	0	-8	16	i	-0.6	-4	2	-9	1
CC(C)C(NS(=O)(=O)c1ccccc1)C(=O)OCC(=O)NNC(=O)c1ccccc1 (configuration not stated)	0	-2	7	i	-1.2	-3	0	-2	-2
COc1ccc(C#Cc2ccc3c(c2)c(=O)c2ccccc2n3C)cc1	3	-3	-22	i	-0.4	24	2	-3	1
COc1ccccc1Cn1c(-c2ccccc2OC)nc2ccccc21	2	2	-4	i	-0.2	15	0	-3	-2
CCCCCSc1ncccc1C(=O)O	2	4	1	i	-2.3	-7	-4	-6	3
O=C(COc1ccc(-n2cnnn2)cc1)Nc1ccc(F)c(Cl)c1	4	8	-10	i	1.4	6	2	-3	1
Cn1c(=O)c(=O)n(C)c2cc(N3CCCC3)c(NS(=O)(=O)c3ccc(Cl)cc3)cc21	2	-5	6	i	2.0	5	-6	-5	2
COc1cccc(CN2CCN(CCCc3ccccc3)C(CCO)C2)c1O (configuration not stated)	2	10	0	i	0.7	-6	-1	-2	-1
O=C(O)C1C2CC(C(Br)C2Br)C1C(=O)O (configuration not stated)	2	-3	2	i	-0.3	-6	4	15*	2
CCC(C)(C)n1nnnc1C(c1ccc(F)cc1)N1CCC(C(N)=O)CC1 (configuration not stated)	1	5	11	i	-0.8	-2	3	-1	-2
Cc1ccc(CNC(=O)c2ccc(OCC(C)C)cc2)n1C	5	-4	-14	i	0.1	-6	3	-12	-8
O=C(NCc1ccccc1)C12CC3CC(CC(C3)C1)C2	-1	9	-12	i	-1.3	0	3	1	3
O=C(CN1CCOCC1)Nc1cc(C(F)(F)F)ccc1Cl	3	7	4	i	0.8	-1	-3	-2	1
CCCC(=O)Nc1nnc(Sc2ccc(N(C)C)cc2)s1	10	3	-2	i	0.1	-6	-1	0	1
CC(O)(c1ccc(Cl)cc1)C(c1ccccc1)c1ccccn1 (configuration not stated)	-2	-7	-5	i	-0.2	25	-1	0	-4
O=C(COC(=O)c1nc(Cl)ccc1Cl)NCCc1ccccc1	-1	4	0	i	3.1	-3	-1	-6	12
CC1CCN(Cc2ccc(NC(=O)CC3Oc4ccccc4NC3=O)cc2)CC1 (configuration not stated)	-5	-5	29	i	-1.0	-1	-2	2	1
S=C(NCc1ccccc1)Nc1ccc(Cl)cc1	-1	-6	-22	i	0.7	8	3	1	1
N#Cc1ccccc1CCN1C(=O)c2ccccc2C1=O	2	-5	-17	i	0.6	-2	0	0	0
Fc1ccc(CO/N=C2\CCCc3nonc32)cc1	-1	-4	-11	i	-0.9	6	-8	-5	-1
CN1C(=O)C2(c3ccccc31)N(C)CC(c1ccccc1)C21SC(=S)N(Cc2ccco2)C1=O (configuration not stated)	-2	-8	-21	i	-0.2	34	-3	-5	-26

Taken from above:
Entry of COc1cccc(CN2CCN(CCCc3ccccc3)C(CCO)C2)c1O (configuration not stated) in CSN deneddyl inh: 2
Entry of O=C(O)C1C2CC(C(Br)C2Br)C1C(=O)O (configuration not stated) in CSN deneddyl inh: 2

(list continues)
SMILES	CSN deneddyl inh	E coli Lon inh	MLLE-PAM2 inh	Rpn11 inh	MsrA inh	FAS TE block	Rin1-Abl PPI inh	bovine MsrA act	MT1-MMP act inh
N#C/C(=C/c1ccccc1[N+](=O)[O-])C(=O)NCc1ccco1	-4	5	20	i	-0.9	19	-1	-1	-14
COc1cccc(N2CCN(C(=S)Nc3ccc(C)cc3C)CC2)c1	6	-14	-64	i	-1.2	-4	-3	-1	0
O=C(Nc1ccccc1F)Nc1cc(Cl)ccc1-n1cncn1	4	0	2	i	-2.2	2	-2	-2	-4
O=C(Nc1nc2c(c(=O)[nH]1)CCCC2)C1CC1	-1	1	5	i	0.6	-8	-2	-4	-3
COc1cccc(Sc2cc(N3CCOCC3)nc(-c3ccccc3)n2)c1	-2	0	10	i	0.8	18	1	-3	-3
Cc1cc(/C=C2\SC(=O)N(CC(=O)Nc3ccccc3F)C2=O)c(C)n1C	0	-6	7	i	0.1	-1	3	0	-3
CSc1nnc(-c2ccccc2)c(-c2ccccc2)n1	3	0	9	i	0.1	19	-4	-8	-2
O=C(CNC(=O)c1ccccc1)N/N=C/c1cn[nH]c1-c1ccccc1	-19	-1	5	i	3.4	-16	-5	-4	0
CCOC(=O)C1Nc2ccc(C)cc2C2C=CCC12 (configuration not stated)	-1	2	1	i	-0.3	-1	3	5	-2
CCC(=O)Nc1sc2c(c1C#N)CCC2	6	3	15	i	0.1	-4	-2	-3	2
